OX1R antag: human HCRTR1 antagonism; CHO/OX1R cells, Fluo-8 calcium fluorescence, orexin A; inhibition, % at 5 µM; 330,000 compounds, 0.43% hits;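 active = inhibition above its plate's threshold, mean inhibition of all tested compounds on the plate plus 3 SD, cut at about 37% in these data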;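 also: 0% = orexin A challenge wells and 100% = SB-334867-A antagonist wells; not every result past the cut was called active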
Target sequence (O43613 whole entry, looked up): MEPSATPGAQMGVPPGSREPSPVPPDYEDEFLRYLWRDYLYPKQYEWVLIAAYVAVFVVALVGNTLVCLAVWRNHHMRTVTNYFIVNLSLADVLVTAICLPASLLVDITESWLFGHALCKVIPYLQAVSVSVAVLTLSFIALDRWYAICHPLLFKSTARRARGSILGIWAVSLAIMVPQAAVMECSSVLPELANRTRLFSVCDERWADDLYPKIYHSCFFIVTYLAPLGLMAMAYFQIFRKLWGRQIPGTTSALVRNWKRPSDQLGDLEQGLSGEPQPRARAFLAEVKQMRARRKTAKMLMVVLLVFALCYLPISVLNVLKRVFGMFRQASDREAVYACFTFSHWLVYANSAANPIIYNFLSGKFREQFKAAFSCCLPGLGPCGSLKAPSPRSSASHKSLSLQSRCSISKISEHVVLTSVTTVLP
CHT PAM: allosteric activators of human choline transporter CHT | Q9GZV3 | CHT-expressing cells, membrane potential dye, choline EC20; active compounds read high; LV-AA mutant CHT in HEK293 cells | B-score at 10 µM | 310,000 compounds, 0.49% hits | AID 488977;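 active = initial fluorescence not abnormally high and integrated response B-score, plate-corrected, over 3 SD above library mean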
Target sequence (Q9GZV3 whole entry, looked up): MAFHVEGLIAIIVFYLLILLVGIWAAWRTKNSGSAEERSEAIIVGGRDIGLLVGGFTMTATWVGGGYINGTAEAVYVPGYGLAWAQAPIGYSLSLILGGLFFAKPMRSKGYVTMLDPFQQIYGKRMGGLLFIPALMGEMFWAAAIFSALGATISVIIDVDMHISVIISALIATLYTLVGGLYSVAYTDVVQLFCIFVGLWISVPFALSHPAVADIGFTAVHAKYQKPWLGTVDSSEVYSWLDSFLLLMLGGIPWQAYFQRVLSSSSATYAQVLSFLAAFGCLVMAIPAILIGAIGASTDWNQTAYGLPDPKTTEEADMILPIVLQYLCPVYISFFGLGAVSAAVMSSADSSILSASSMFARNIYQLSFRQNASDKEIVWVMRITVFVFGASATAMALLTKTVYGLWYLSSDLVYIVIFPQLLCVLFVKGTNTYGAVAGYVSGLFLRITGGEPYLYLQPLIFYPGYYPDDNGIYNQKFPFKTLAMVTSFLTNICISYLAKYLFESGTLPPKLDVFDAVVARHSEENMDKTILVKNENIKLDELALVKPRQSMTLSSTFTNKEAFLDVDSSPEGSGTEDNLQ
An asterisk follows results filed as active; i = inactive; · = not tested or not shown.

SMILES	OX1R antag	CHT PAM
COC(=O)c1c(N(S(C)(=O)=O)S(C)(=O)=O)sc2c1CCN(c1ncc(C(F)(F)F)cc1Cl)C2	-9	i
O=c1[nH]c(C2CCN(S(=O)(=O)c3ccc(C(F)(F)F)cc3)CC2)nc2c1nnn2Cc1ccccc1	-24	i
CCOC(=O)c1cc(C#N)c(Nc2ccc(C)cc2)nc1C(F)(F)F	-5	i
Cc1ccc(S(=O)(=O)N(C)C)cc1NC(=S)Nc1ccc2cn[nH]c2c1	-14	i
O=C(C1CCN(S(=O)(=O)c2cccc3nsnc23)CC1)N1CCN(c2ccccc2F)CC1	-16	i
COc1cccc(CNCc2ccc3c(c2)OCO3)c1	·	i
CC(CCc1ccccc1)NC(=O)CN1CCN(Cc2ccc(Cl)cc2)C1=O (centres undefined)	-25	i
CC(C)(C)n1nnnc1C(c1ccncc1)N1CCCCCC1 (centres undefined)	0	i
CCCCOc1ccc(OCCNS(=O)(=O)N(C)C)cc1	16	i
CCC(=O)NC(=S)Nc1ccc(NC(=O)COc2ccc(Cl)c(C)c2)cc1	-24	i
CS(=O)(=O)N(CC(=O)NCC1CCCO1)c1cc(Cl)cc(Cl)c1 (centres undefined)	-2	i
O=S(=O)(c1ccc(F)cc1)N1CCN(C(=S)NCc2ccccc2)CC1	-8	i
CC(C)n1nc(C(=O)NCc2ccc3c(c2)OCO3)c2ccccc2c1=O	-33	i
O=C(CN(C1CCCCC1)S(=O)(=O)c1ccccc1)NCc1ccco1	-9	i
CCc1ccc(S(=O)(=O)Nc2nnc(N)s2)cc1	-15	i
CCOC(=O)/C(=N\Nc1cc(C(F)(F)F)ccc1Cl)N(CC)CC	-15	i
C=CCN1C(=O)C(CC(=O)Nc2ccc(OCCC)cc2)N(CCCN2CCN(Cc3ccccc3)CC2)C1=S (centres undefined)	-13	i
CCCCN(C)C(=O)C1CCC(CNS(=O)(=O)c2ccc3c(c2)CC(C)N3C(=O)C2CC2)CC1 (centres undefined)	-13	i
O=C(NC1CCCCCC1)c1cc(-c2ccccn2)nc2ccccc12	-37	i
Cc1noc(C)c1COC(=O)Cc1ccc(Cl)cc1	-17	i
COc1ccccc1CCNS(=O)(=O)c1cn(C)c(=O)n(C)c1=O	-5	i
CC(N=C1NS(=O)(=O)c2ccccc21)C(=O)N1CCc2ccccc2C1 (centres undefined)	-8	i
CCOC(=O)C(=Cc1cn(C)c2ccc(S(=O)(=O)N(C)C)cc12)C(=O)OCC	-8	i
O=C(Cn1cnc2ccc(Cl)cc2c1=O)c1cccs1	-25	i
Cc1nc2c(C)cccc2cc1C(=O)N/N=C/c1ccc(C(=O)O)cc1	-3	i
Cc1cc(C)c2nc(NC(=O)c3cc(C)on3)sc2c1	-17	i
COCCNC(=S)Nc1ccc2nsnc2c1	12	i
O=C(NCc1ccccc1)c1ccc(S(=O)(=O)C(F)F)cc1	1	i
Cc1cc(C)cc(NC(=O)NN2C(C)CCCC2C)c1 (centres undefined)	-20	i
CSc1nc(C(C)C)ccc1CNC(=O)CC(C)c1ccccc1 (centres undefined)	-36	i
O=C(CSc1ccc(-c2ccc(Cl)cc2)nn1)N1CCCc2ccccc21	-53	i
Cc1ccc(OCCNC(=O)C2CC(=O)N(Cc3ccccc3)C2)cc1 (centres undefined)	-12	·
C=C[C@@]1(C)CCC(/C(C)=C/C=C/C(C)(C)O)C[C@@H]1C(=C)C (some centres undefined)	-37	·
O=C(O)CCC(=O)Nc1sc2c(c1C(=O)Nc1ccccc1)CCCCC2	-11	i
COc1ccc(N=c2oc3c(OC)cccc3cc2C(=O)NCc2ccco2)cc1OC	-23	i
O=C1OC(CO)CN1Cc1ccccc1 (centres undefined)	1	i
COc1ccc(Cn2nnnc2C(c2cccnc2)N2CCN(c3ccc(O)cc3)CC2)cc1 (centres undefined)	-13	i
O=C(CSc1ncccn1)N/N=C/c1ccc2c(c1)OCO2	12	i
COc1ccc(CCNC(=O)CN2C(=O)c3ccccc3S2(=O)=O)cc1OC	-12	i
CC12C(=O)N(c3nccs3)C(=O)C1C1C=CC2C1 (centres undefined)	-7	i
Cc1onc(-c2ccccc2)c1C(=O)N/N=C/c1ccccc1OC(C)C	-29	i
Cc1[nH][nH]c(=O)c1N=Nc1ccc(Cl)cc1	-16	i
CCCCN(Cc1ccccc1)S(=O)(=O)c1c(N)n(C)c(=O)n(C)c1=O	-3	i
Cc1ccc2c(CC(=O)N3CCN(S(=O)(=O)c4ccc5c(c4)OCCO5)CC3)coc2c1	4	i
O=C(O)Cn1cnc2sc3c(c2c1=O)CCCC3	5	i

Copied from the list:
`COCCNC(=S)Nc1ccc2nsnc2c1` – OX1R antag = 12
`CCCCN(Cc1ccccc1)S(=O)(=O)c1c(N)n(C)c(=O)n(C)c1=O` – OX1R antag = -3
`Cc1cc(C)cc(NC(=O)NN2C(C)CCCC2C)c1` (centres undefined) – OX1R antag = -20
`CCOC(=O)c1cc(C#N)c(Nc2ccc(C)cc2)nc1C(F)(F)F` – OX1R antag = -5
`O=c1[nH]c(C2CCN(S(=O)(=O)c3ccc(C(F)(F)F)cc3)CC2)nc2c1nnn2Cc1ccccc1` – OX1R antag = -24
`CS(=O)(=O)N(CC(=O)NCC1CCCO1)c1cc(Cl)cc(Cl)c1` (centres undefined) – OX1R antag = -2

Further structures.
SMILES	OX1R antag	CHT PAM
O=C(COC(=O)C1(c2ccc(F)cc2)CCCC1)Nc1ncc(C(F)(F)F)cc1Cl	-18	i
Oc1ccccc1C(=S)N1CCCCC1	-11	i
Cc1c(C(=O)NNC(=O)c2csc(N3CCOCC3)n2)oc2ccccc12	-12	·
COc1cc(-c2nc(S(=O)(=O)c3ccccc3)c(N3CCOCC3)o2)cc(OC)c1OC	-30	i
COc1nc(-c2ccccc2)ccc1-c1noc(-c2ccco2)n1	-22	i
O=C(Cn1cnc2ccccc21)c1ccc(Cl)cc1	-19	i
Cc1cc(C)cc(NC(=S)Nc2cccc3ccccc23)c1	-6	i
COc1ccc(NC(=O)Nc2nnc(-c3ccccc3F)s2)cc1	-14	i
COc1ccc(CN2CCNC(=O)C2CC(=O)NCCN2CCCCC2=O)c(F)c1 (centres undefined)	-7	i
CCOC(=O)CC(=O)CSc1nc2ccc(OC)cc2cc1C	-46	i
S=c1[nH]nc(-c2cc(-c3ccco3)[nH]n2)n1-c1ccccc1	3	i
COc1ccc(C(=O)Nc2ccccc2C(=O)Nc2cc(C)ccn2)cc1	-44	i
C=C1CC[C@H](O)C/C1=C/C=C1\CCC[C@]2(C)[C@@H]([C@H](C)/C=C/[C@H](C)C(C)C)CC[C@@H]12	-17	i
O=C(C[n+]1cc(-c2ccc(Cl)cc2)n2c1CCC2)N1c2ccccc2Sc2ccccc21	-14	i
CCCSc1ccc([C@H]2N[C@@](Cc3ccccc3)(C(=O)OC)[C@H]3C(=O)N(C)C(=O)[C@@H]23)cc1	-28	·
CCC(C(=O)OCC(=O)Nc1ccc(C)c(S(=O)(=O)N2CCOCC2)c1)c1ccccc1 (centres undefined)	13	i
O=C(c1ccc(N2CCCC2=O)cc1)N1CCN(c2ccccc2F)CC1	-12	i
O=C(O)c1ccc(NS(=O)(=O)c2ccc3c(c2)C(=O)c2cc(S(=O)(=O)Nc4ccc(C(=O)O)cc4)ccc2-3)cc1	7	i
Cc1cccc(NC(=O)c2ccc3c(c2)C(=O)N(Cc2cccnc2)C3=O)c1C	-28	i
CCOc1cc(OCC)c(C(C)=O)cc1OCC	-5	·
Cc1ccccc1NC(=O)CCN1CCN(CCO)CC1	-13	i
S=C1NCCOCCNC(=S)NCCOCCOCCOCCN1	-18	i
CCOc1ccc(-n2c(-c3ccccc3)nnc2-c2ccccc2)cc1	-24	i
N/C(=N\c1nc2ccccc2o1)NC(=O)c1ccc(Cl)cc1	-6	i
Cc1onc(-c2ccccc2Cl)c1C(=O)N1CCCCC1C (centres undefined)	-7	i
CC(C)c1[nH]nc2c1C(C1C=CCCC1)C(C#N)=C(N)O2 (centres undefined)	-13	i
Cc1ccc(N(CC(O)CN2CCOCC2)S(=O)(=O)c2ccc3ccccc3c2)cc1 (centres undefined)	-30	i
CCN(CC)S(=O)(=O)c1cccc(C(=O)N/N=C/c2ccc(OC)c(O)c2)c1	-17	i
CCOC(=O)CN(C(=O)CSc1nnc(CNc2ccc(F)cc2)n1CC)c1ccc(F)cc1	-2	i
CCOC(=O)c1cc(CC)sc1NC(=O)c1cc(OCC)c(OCC)c(OCC)c1	-25	i

Entries of single compounds from above:
`Cc1cccc(NC(=O)c2ccc3c(c2)C(=O)N(Cc2cccnc2)C3=O)c1C` is entered as OX1R antag = -28; CHT PAM = i
`COc1ccc(C(=O)Nc2ccccc2C(=O)Nc2cc(C)ccn2)cc1` is entered as OX1R antag = -44; CHT PAM = i

Exported with values under each structure: entries from further up
Under each structure: OX1R antag, CHT PAM
O=S(=O)(c1ccc(F)cc1)N1CCN(C(=S)NCc2ccccc2)CC1
→ -8, i
CC(C)n1nc(C(=O)NCc2ccc3c(c2)OCO3)c2ccccc2c1=O
→ -33, i
O=C(CN(C1CCCCC1)S(=O)(=O)c1ccccc1)NCc1ccco1
→ -9, i
CCc1ccc(S(=O)(=O)Nc2nnc(N)s2)cc1
→ -15, i
CCOC(=O)/C(=N\Nc1cc(C(F)(F)F)ccc1Cl)N(CC)CC
→ -15, i

Next section:
SMILES	OX1R antag	CHT PAM
O=C(N/N=C/CCc1ccccc1)c1ccccc1	1	i
Cc1oc(-c2ccc3ccccc3c2)nc1CN(C)C(C)c1ccncn1 (centres undefined)	-22	i
Cc1ccc2c(NC(=O)C3CC3)cccc2n1	5	i
COc1ccc(C(=O)NNC2CC(=O)N(Cc3ccccc3)C2=O)cc1OC (centres undefined)	-9	i
Cc1cccc(OCc2n[nH]c(=S)o2)c1C	-4	i
COc1cc(C(=O)NNc2nc3cc4c(cc3s2)OCO4)cc(OC)c1OC	-23	i
CCOC(=O)C1CCN(C(=O)c2cc3cc4ccc(C)cc4nc3o2)CC1	-38	i
O=C(Nc1cccc(C(F)(F)F)c1)Nc1ccc(N2CCCC2)c(S(=O)(=O)Nc2ccccc2Cl)c1	13	i
S=C(NCc1ccc(Cl)cc1)NC12CC3CC(CC(C3)C1)C2	40	i
O=C(OCC(=O)c1cccs1)c1cccc(C(=O)OCC(=O)c2cccs2)n1	-22	i
O=C(N/N=C/c1cccc(O)c1)c1ccc(NC(=O)c2cccc([N+](=O)[O-])c2)cc1	-1	i
O=C(NCCOc1ccccc1F)c1cc(F)c(F)cc1Cl	-8	i
CCCCN(CC)CCNC(=O)c1cn(-c2ccc(Cl)cc2)c(=O)c2ccccc12	-44	i
C=CCn1c(NC)cc(=O)n(C)c1=O	-9	i
O=C(O)Cc1sc(-c2ccccc2)nc1-c1cccs1	2	i
CCOc1ccc(CCNC(=O)c2ccc3nc(CC)c(CC)nc3c2)cc1	-35	i
Cc1nc(C(=O)NCc2ccccc2)sc1C1(C)CC(c2ccccc2)=NO1 (centres undefined)	-8	i
Cc1c(C(=O)Nc2ccccc2F)sc2ncn(CC(=O)N3CCCCC3)c(=O)c12	-14	i
COc1ccc(C=O)cc1Cn1ccnc1C	-19	i
CC(=O)N1CCN(C(=O)c2cc(S(=O)(=O)NCc3ccccc3)ccc2C)CC1	-5	i
COc1ccc(C(=O)N(Cc2cccs2)C2CCS(=O)(=O)C2)cc1 (centres undefined)	-22	i
CCC1S/C(=N/N=C/c2ccco2)N(c2ccc(F)cc2)C1=O (centres undefined)	-20	i
CCNC(=O)CN(CCc1ccccc1)S(=O)(=O)c1ccc(OC)cc1	-14	i
CCOC(=O)CSc1nc2c(c(=O)[nH]c(=O)n2C)n1CCCc1ccccc1	-4	i
CSc1nc2c(c(=O)[nH]c(=O)n2C)n1Cc1ccc(Cl)cc1	-3	i
Cc1c(C(=O)N2CCN(C)CC2)oc2c1C(=O)CC(C)(C)C2	-5	i
S=C(NCCc1ccccc1)N1CCn2cccc2C1c1cccnc1 (centres undefined)	-6	i
CCOc1ccccc1NC(=O)CCCNC(=O)c1ccc(Cl)cc1	-21	i
CCC(Sc1nnnn1C)C(=O)Nc1ccc(C(C)=O)cc1 (centres undefined)	-39	i
CN1C2C(Br)CCCCN2c2ccc(F)cc2S1(=O)=O (centres undefined)	-6	i
CCC(c1nnnn1Cc1cccs1)N1CCN(C2CCCC2)CC1 (centres undefined)	-17	i
CCCCNc1nc2c(c(=O)n(C)c(=O)n2C)n1Cc1cccc(OC)c1	-6	i
C/C=C\C=C/C(=O)Nc1cccc(C2=NOC3(C2)C[C@@H](C(N)=O)N(C(=O)c2ccccc2)C3)c1 (some centres undefined)	-4	i
COc1ccccc1C1=NC(c2ccc(F)cc2)N=C1C (centres undefined)	-29	i
CCNCC(=O)N1c2ccccc2CCc2ccc(NC(=O)OCC)cc21	-24	i
CCOc1ccccc1CNS(=O)(=O)c1cc(-c2cc(C)no2)ccc1OC	-11	i
COc1ccccc1N(CC(=O)NC1CCCCC1)C(=O)CCC(=O)Nc1ccccn1	-25	i
Cc1nc2ccccc2c2oc(C(=O)Nc3ccc(C(C)C)cc3)cc12	-16	i
CN(CCC#N)C(=O)CSc1nnc(-c2ccco2)n1N	-10	i
CC(=O)Nc1ccc(NC(=O)COC(=O)c2ccccc2SCC(=O)N2CCCC2)cc1	-1	i
COc1ccc(CN(C)S(=O)(=O)c2nnc(NC(=O)c3cccc(OC)c3)s2)cc1	-9	i
Cn1c(=O)n(C)c2cc(/C=N/NC(=O)c3cccc(Br)c3)ccc21	-25	i
COc1ccc(OC)c(S(=O)(=O)N2CCC(C(=O)NCC3CCCO3)CC2)c1 (centres undefined)	-20	i
N#Cc1c(NC(=S)NC(=O)C2CCCC2)sc2c1CCCCC2	-27	i
O=C(Cc1ccc(Cl)cc1)NCCS(=O)c1ccc(Cl)cc1 (centres undefined)	-7	i
COc1cccc(C(=O)Nc2cc(S(=O)(=O)N3CCCCC3)ccc2OC)c1	-23	i
N#C/C(=N\Nc1cccc2ccccc12)c1nnc2n1CCCCC2	-25	i
N/C(=N\OC(=O)C1CCCCC1)c1ccncc1	-15	i
Cc1ccc(NC(=O)C(C)Sc2nc(=O)cc(N)n2-c2ccccc2)cc1 (centres undefined)	-36	i
